# CaV13 ICDI inh – Primary screen for inhibitors of IQ motif and Ca2+-dependent inactivation inhibitor domain binding in CACNA1D, Förster resonance energy transfer in living cells, …; inhibition, % at 12.3 µM; 340,000 compounds, 0.098% hits; HEK cells, CFP/YFP FRET ICDI-IQ, plate reader, 10 min; percent FRET-ratio fall versus neutral wells;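 active means mean replicate inhibition of at least 30% and at least 1% of replicates passing that level; inconclusive means only one of the two criteria is met; inactive means neither criterion is met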;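 further: 0% = median of the neutral control wells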
# PDI turbidity – inhibitors of human PDI, primary screen, biochemical, turbidity, single point, plate reader; 350,000 compounds, 0.052% hits; PDI insulin aggregation turbidity, A650, 90 min; inhibition, % at 10 µM; Protein disulfide-isomerase (Homo sapiens), P07237;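 active means mean inhibition across replicates of 30% or more, whatever share of single replicates reach that level; inconclusive means mean inhibition below 30% while every single replicate reaches 30%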;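 further: absorbance from insulin aggregation driven by PDI reduction with DTT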
# Target sequence (P07237 whole entry, looked up): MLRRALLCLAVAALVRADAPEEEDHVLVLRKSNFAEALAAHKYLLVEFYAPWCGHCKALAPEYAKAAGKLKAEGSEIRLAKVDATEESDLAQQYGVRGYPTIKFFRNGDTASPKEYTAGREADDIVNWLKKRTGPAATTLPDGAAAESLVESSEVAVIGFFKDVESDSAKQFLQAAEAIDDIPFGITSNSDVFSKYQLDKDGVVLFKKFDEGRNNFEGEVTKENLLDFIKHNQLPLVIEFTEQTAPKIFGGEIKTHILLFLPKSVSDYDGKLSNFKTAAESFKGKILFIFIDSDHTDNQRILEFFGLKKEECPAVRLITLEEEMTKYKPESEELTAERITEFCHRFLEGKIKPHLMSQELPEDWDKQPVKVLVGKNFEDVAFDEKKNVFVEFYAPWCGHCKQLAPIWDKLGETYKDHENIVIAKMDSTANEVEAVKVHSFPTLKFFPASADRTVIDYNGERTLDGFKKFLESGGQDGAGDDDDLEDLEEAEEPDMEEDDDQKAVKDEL
# H9c2 protect – cardioprotection against H2O2-induced cell death, primary screen, uHTS, H9c2 cells, ATPLite luminescence; 360,000 compounds, 0.63% hits; H9c2 cardiomyocytes, H2O2 injury protection, 2 h; protection from H2O2 cell death, % at 20 µM;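 active means compounds giving at least 50% protection of heart cells from peroxide-induced death in the single-dose screen, raw or plate-pattern-corrected value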;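 further: 0% = DMSO wells with peroxide and 100% = DMSO wells without peroxide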
# Vif imaging – HIV Vif self-association inhibitors, primary screen, imaging, HEK293T, single point; inhibition, % at 7.49 µM; AID 602346, 2012; HEK293T cells, Vif self-association by quenched fluorescence, 24 h; 340,000 compounds, 0.35% hits; in the data active means inhibition above about 50%, passing the limit was not always enough; inconclusive means no clear call, values can overlap the other calls; inactive means below about 31%; further: some results filed as inactive read as strong as hits
# aDG glyco up – activators of alpha-DG glycosylation, primary screen, uHTS, Pro5-aDG cells, AlphaScreen; alpha-DG glycosylation AlphaScreen (IIH6); 0% Pro5, 100% B10-LARGE cell signal; activation, % at 10 µM; 360,000 compounds, 0.22% hits;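 active means activation of at least 8% versus controls, or a plate z-score of at least 8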;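 further: Pro5 are CHO cells carrying HIG-tagged alpha-DG that lacks glycosylation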
# m5-HT2A agonist – mouse Htr2a agonists via beta-arrestin recruitment, primary screen, cell-based, luminescence; 5-hydroxytryptamine receptor 2A (Mus musculus), P35363; CHO-K1 mHTR2A beta-arrestin complementation; percent of 30 µM serotonin response; activation, % at 7.6 µM; 360,000 compounds, 0.66% hits; AID 624169, 2012;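 active means activation above a run cutoff, the mean activation of all tested compounds plus 3 SD, cut at about 14% in these data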;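 further: 0% = plate median of compound wells and 100% = 30 µM serotonin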
# Target sequence (P35363 whole entry, looked up): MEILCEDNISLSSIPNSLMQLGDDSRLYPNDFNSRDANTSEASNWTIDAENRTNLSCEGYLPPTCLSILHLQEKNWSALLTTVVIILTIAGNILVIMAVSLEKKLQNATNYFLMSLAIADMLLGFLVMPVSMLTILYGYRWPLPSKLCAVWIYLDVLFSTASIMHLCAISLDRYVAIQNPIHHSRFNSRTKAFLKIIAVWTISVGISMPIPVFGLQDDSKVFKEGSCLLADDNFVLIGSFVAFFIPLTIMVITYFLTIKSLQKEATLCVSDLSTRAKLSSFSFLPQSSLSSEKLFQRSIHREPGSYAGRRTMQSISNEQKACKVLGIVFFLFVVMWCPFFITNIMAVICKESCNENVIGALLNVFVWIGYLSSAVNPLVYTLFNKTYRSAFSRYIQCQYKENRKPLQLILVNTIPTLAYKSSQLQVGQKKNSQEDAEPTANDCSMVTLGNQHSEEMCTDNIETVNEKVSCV
# Glyco luc inh – increase of ERlucT glycosylation luciferase signal, primary screen, N-linked glycosylation inhibitor project, D54 ERlucT cells, luminescence, set 2; D54 ERlucT glycosylation luciferase reporter, 24 h; percent of 100 nM tunicamycin response; reporter increase, % at 12.5 µM; 360,000 compounds, 0.23% hits;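 active means mean luciferase reporter signal, scaled so untreated is 0 and the glycosylation-blocking control 100, at or above a set limit in every replicate; inconclusive means mean reaches the limit but not every replicate does; inactive means mean below the limit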;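 further: luciferase carries N-glycosylation sites so blocking glycosylation raises the light; 0% = median of neutral control wells and 100% = median of 100 nM tunicamycin wells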
# hiPSC survival – enhancers of single-cell hiPSC survival, primary screen, ATPlite luminescence; survival enhancement, % at 20 µM; AID 602274, 2012; 100% = ROCK inhibitor wells, 0% = DMSO; 360,000 compounds, 0.044% hits; in the data active means survival enhancement above about 18%;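 further: cells exposed to compounds for 16 hours before the ATP read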
# Exocytosis inh – LAMP-1 surface exposure blockers, TALL-104 cells – cell-based, flow cytometry, MLPCN library, primary screen; TALL-104 LAMP-1 surface exposure; cells stimulated with thapsigargin and PMA; inhibition, % at 10 µM; 360,000 compounds, 0.66% hits; AID 651702, 2012;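 active means inhibition above about 55%, limit read from the data; inconclusive means no clear call, values can overlap the other calls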
# ABCB6 inh MLPCN – ABCB6 transporter inhibitors, primary screen, K562-ABCB6 cells, flow cytometry, MLPCN library. ATP-binding cassette sub-family B member 6 (Homo sapiens), Q9NP58. K562-ABCB6 porphyrin accumulation, 1 h; hits give low values. fluorescence ratio to DMSO, % at 10 µM. 360,000 compounds, 0.19% hits;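 active means fluorescence ratio to DMSO below 75%, the collection mean minus 3 SD; inconclusive means too few cells collected in the well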;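 further: signal is porphyrin accumulated inside mitochondria; 100% equals median channel fluorescence of DMSO control wells; lower ratio means ABCB6 inhibition with less porphyrin fluorescence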
# An asterisk follows results filed as active; i = inactive; ? = inconclusive; · = not tested or not shown.
# The opening 11 entries, ahead of the listing:
SMILES,CaV13 ICDI inh,PDI turbidity,H9c2 protect,Vif imaging,aDG glyco up,m5-HT2A agonist,Glyco luc inh,hiPSC survival,Exocytosis inh,ABCB6 inh MLPCN
COc1ccc(S(=O)(=O)N2CCN(c3c(C)cccc3C)CC2)cc1OC,-2,·,-37,2,0.2,-2,-1,0.2,-3,102
Cc1oc2cc(O)cc(C)c2c(=O)c1-c1cnn(-c2ccccc2)c1,·,-6,11,-21,0.9,-4,0,-1.4,0,97
COc1ccc(C)cc1Nc1nc(C)nc2sc(C)cc12,-13,-1,-5,6,0.2,-2,9,0.6,-6,98
O=C(CSc1nnc(C2CC2)n1CC1CCCO1)Nc1ccc(Cl)cc1 (centres undefined),-4,-58,1,-10,0.0,5,1,-0.7,1,101
Cc1cccc(NC(=S)N(CCN2CCOCC2)Cc2cc3cc4c(cc3[nH]c2=O)OCCO4)c1,-5,1,16,4,-0.4,-2,-2,-0.6,-2,101
CCC(=O)NC(c1ccc([N+](=O)[O-])cc1)c1c(O)ccc2ccccc12 (centres undefined),-7,11,-16,-5,0.2,1,3,-0.9,2,108
CC(C)c1nnc(NC(=O)Cc2ccccc2[N+](=O)[O-])s1,-19,2,2,-4,-0.3,5,1,0.4,0,102
CCn1c(SCC(=O)Nc2ccc(OC)cc2)nc2c1c(=O)n(C)c(=O)n2C,-3,12,12,-14,0.3,7,0,0.3,-20,100
O=[N+]([O-])c1ccc(/C=[N+](\[O-])[C@@H]2CCCC[C@@H]2/[N+]([O-])=C/c2ccc([N+](=O)[O-])o2)o1,-17,19,-7,-14,0.1,4,-1,-0.6,-4,99
CCC(C)[C@H](NC(=O)N1CCn2c1nc1ccccc12)C(=O)NCCc1ccccc1 (some centres undefined),-5,0,0,3,0.3,7,4,-0.4,-1,99
O=C(NCc1ccc2c(c1)OCO2)c1c[nH]c2ccc(S(=O)(=O)N3CCOCC3)cc2c1=O,-5,0,-4,-6,0.4,5,2,-3.3,-8,104

# All compounds of this part, from the first entry:
SMILES,CaV13 ICDI inh,PDI turbidity,H9c2 protect,Vif imaging,aDG glyco up,m5-HT2A agonist,Glyco luc inh,hiPSC survival,Exocytosis inh,ABCB6 inh MLPCN
COc1ccc(S(=O)(=O)N2CCN(c3c(C)cccc3C)CC2)cc1OC,-2,·,-37,2,0.2,-2,-1,0.2,-3,102
Cc1oc2cc(O)cc(C)c2c(=O)c1-c1cnn(-c2ccccc2)c1,·,-6,11,-21,0.9,-4,0,-1.4,0,97
COc1ccc(C)cc1Nc1nc(C)nc2sc(C)cc12,-13,-1,-5,6,0.2,-2,9,0.6,-6,98
O=C(CSc1nnc(C2CC2)n1CC1CCCO1)Nc1ccc(Cl)cc1 (centres undefined),-4,-58,1,-10,0.0,5,1,-0.7,1,101
Cc1cccc(NC(=S)N(CCN2CCOCC2)Cc2cc3cc4c(cc3[nH]c2=O)OCCO4)c1,-5,1,16,4,-0.4,-2,-2,-0.6,-2,101
CCC(=O)NC(c1ccc([N+](=O)[O-])cc1)c1c(O)ccc2ccccc12 (centres undefined),-7,11,-16,-5,0.2,1,3,-0.9,2,108
CC(C)c1nnc(NC(=O)Cc2ccccc2[N+](=O)[O-])s1,-19,2,2,-4,-0.3,5,1,0.4,0,102
CCn1c(SCC(=O)Nc2ccc(OC)cc2)nc2c1c(=O)n(C)c(=O)n2C,-3,12,12,-14,0.3,7,0,0.3,-20,100
O=[N+]([O-])c1ccc(/C=[N+](\[O-])[C@@H]2CCCC[C@@H]2/[N+]([O-])=C/c2ccc([N+](=O)[O-])o2)o1,-17,19,-7,-14,0.1,4,-1,-0.6,-4,99
CCC(C)[C@H](NC(=O)N1CCn2c1nc1ccccc12)C(=O)NCCc1ccccc1 (some centres undefined),-5,0,0,3,0.3,7,4,-0.4,-1,99
O=C(NCc1ccc2c(c1)OCO2)c1c[nH]c2ccc(S(=O)(=O)N3CCOCC3)cc2c1=O,-5,0,-4,-6,0.4,5,2,-3.3,-8,104
CN(Cc1ccccc1)C(=O)CN1C(=O)NC2(CCCC2)C1=O,-6,0,11,-2,-0.1,-2,0,1.1,-1,95
O=C(Nc1ccc2nc(-c3ccccc3)[nH]c2c1)c1cccs1,-9,-1,-8,-1,0.3,-7,1,-0.4,6,100
CCOc1ccccc1NC(=O)c1ccccc1NS(C)(=O)=O,-7,0,0,-1,-0.2,-4,0,2.9,3,99
COc1ccc(-c2c(C(C)=O)c(C)nc3sc4c(c23)NC(c2ccccc2)NC4=O)cc1 (centres undefined),-5,4,4,8,-0.1,1,2,2.6,1,102
NC(=O)c1cccc(-c2ccnc3c2CC(C(=O)Nc2ccccc2)O3)c1 (centres undefined),-5,1,39,14,-0.3,-2,-2,-1.2,5,106
CCCC(=O)N1CCN(c2ccc(NC(=O)c3ccc([N+](=O)[O-])o3)cc2Cl)CC1,-4,4,-21,42,-0.2,-6,3,2.3,1,102
CCC(C(=O)NCC1CCCO1)N(C(=O)CNS(=O)(=O)c1ccccc1)c1ccc(F)cc1 (centres undefined),-4,-1,6,?,0.1,-9,0,-0.5,-2,96
CCOc1ccc(NC(=O)Nc2cccc(C)n2)cc1,-19,-1,-8,-4,-0.1,1,0,-0.6,-1,92
COc1ccc(-c2cc3ccccc3c(=O)o2)cc1,-10,·,·,·,-0.2,-5,·,-1.9,-5,95
Cc1ccc(S(=O)(=O)N(C)c2ccc(C(=O)Nc3ccc(C)cn3)cc2)cc1,-6,-4,-7,-12,-0.4,-5,-5,-0.3,-7,94
COc1ccc(-c2cc(C(=O)Oc3ccc([N+](=O)[O-])cc3)c3ccccc3n2)cc1,-3,1,-14,7,-0.2,6,-1,-4.0,-1,96
CCC(Oc1ccccc1)C(=O)Nc1cc(C(F)(F)F)ccc1N1CCOCC1 (centres undefined),-12,-2,-16,-15,1.0,0,-4,-0.3,6,90
CS(=O)(=O)N1CCN(c2ccccc2NC(=O)CSc2ccc(Cl)cc2)CC1,·,2,18,15,0.0,-1,-4,-0.7,-1,84
CCOC(=O)c1cnc(SC2CC(=O)N(c3ccc(OC)c(OC)c3)C2=O)nc1N (centres undefined),-6,-3,8,12,0.0,2,1,15,-3,93
O=C(CSc1nccn1-c1ccccc1)c1ccc(Cl)cc1,·,0,1,13,-0.5,4,-1,0.5,-2,95
O=C(Cc1ncc(C(F)(F)F)cc1Cl)NNc1cccc(F)n1,-18,15,2,-10,0.0,5,3,0.5,-5,99
N#C/C(=C(/O)CSc1nnc(Cc2cccs2)n1C1CCCCC1)c1nc2ccccc2[nH]1,-4,-7,9,·,0.0,8,4,1.2,-3,94
Cc1nc(C)c(Cc2ccccc2Cl)c(=O)[nH]1,-3,-2,-5,9,-0.2,1,7,0.1,2,97
CC(=O)c1cc(CN2C(=O)CCC2=O)cs1,-11,-1,2,20,0.1,-3,3,0.4,0,102
Cn1c(SCc2nc3ccccc3n2CCO)nc2ccccc21,6,-4,9,·,0.0,-1,·,3.6,-5,93
O=c1[nH]c(=S)[nH]c2c1C(c1ccc(Cl)cc1)OC(CCc1ccccc1)C2 (centres undefined),-3,·,-6,·,-0.2,-1,3,6.6,-6,99
CC(C)C(NS(=O)(=O)c1ccc(Br)s1)C(=O)O (centres undefined),-2,-2,2,6,0.0,-1,1,1.3,1,98
O=C(Nc1cccc2ccccc12)c1csc([C@@H]2C[C@H](O)[C@@H](CO)O2)n1,-5,3,1,-5,0.7,-1,0,0.7,-7,97
C=CCC(COCc1ccccc1)NS(=O)(=O)c1ccccc1Br (centres undefined),-11,-1,-1,0,0.1,-7,-2,3.3,-6,98
Cc1ccc(NC(=O)CN(C)S(=O)(=O)c2cccc3nsnc23)cc1C,-5,-8,-4,·,-0.1,-1,·,6.9,1,92
Cc1ccc(-c2cc(=O)[nH][nH]2)c(C)c1,-4,2,3,1,0.0,2,1,3.6,-1,93
COc1cc(Cl)c(C)cc1NC(=O)c1ccc(S(C)(=O)=O)cc1,3,-5,2,3,-0.1,0,-1,-0.8,-2,97
O=C(Cc1ccccc1)Nc1cc(C(=O)c2ccccc2)ccc1N1CCOCC1,-5,3,35,2,-0.2,1,-3,0.5,3,91
CCCc1cc(C(=O)Nc2ccccc2C(=O)OC)no1,-3,·,-3,-4,-0.4,1,1,1.4,-4,94
Cc1ccc(S(=O)(=O)Nc2ccc3cn[nH]c3c2)cc1C,-9,-5,6,-3,0.7,-3,-1,-1.8,-2,99
CCC(C)[C@H](NC(=O)N1CCC(C)CC1)C(=O)OC (some centres undefined),-14,2,5,-5,0.1,4,1,0.0,2,101
CCN(CC)C(=O)CSc1ncnc2sc(-c3ccccc3)cc12,-3,-7,-3,-15,0.3,-6,-6,0.4,5,92
COC(=O)c1cc2cc(OC)ccc2n1C,-10,-4,-8,-2,0.0,-1,3,-3.5,4,95
O=C1CCC(C(=O)OCc2nnc(-c3ccc(Br)cc3)o2)=NN1,-2,4,-6,7,-0.2,12,0,-1.7,-5,96
Cc1ccc2c(c1)sc1nc(=O)n(-c3ccccc3)c(=O)n12,-4,16,0,-3,0.0,7,-13,-0.8,1,96
O=C(c1ccc(C(F)(F)F)cc1)C1CCCN(C(=O)CN2C(=O)CSC2=O)C1 (centres undefined),-7,-5,-4,-4,-0.2,-4,2,-0.3,0,93
CCOC(=O)Cn1nnnc1CN(Cc1ccccc1)Cc1cc2cc(CC)ccc2[nH]c1=O,-7,7,2,8,0.2,1,4,0.4,-2,99
Cc1ccc(CN2CCC(Oc3cccc(C(=O)NCc4cccnc4)c3)CC2)o1,-7,-3,-1,-4,-0.2,-4,0,0.6,2,98
COc1ccc(N2CCN(CC(=O)Nc3cc(C)on3)CC2)cc1,-5,-3,2,·,0.4,-2,1,2.1,-1,102
# The list goes on.
SMILES,CaV13 ICDI inh,PDI turbidity,H9c2 protect,Vif imaging,aDG glyco up,m5-HT2A agonist,Glyco luc inh,hiPSC survival,Exocytosis inh,ABCB6 inh MLPCN
COc1ccc(C(=O)CC(=O)c2ccc(C)cc2)c(O)c1,-20,1,13,-2,-0.2,-5,3,-0.4,-6,94
Cc1ccc2c(c1)N(CC(=O)NC1CCCCC1C)C(=O)CO2 (centres undefined),-4,-4,2,-8,0.2,1,-2,-0.7,1,84
COc1ccc(OC)c(NC(=O)C2CC(=O)N(CCc3ccccc3)C2)c1 (centres undefined),-2,-4,0,-9,0.3,0,0,-0.5,0,99
COc1ccc(NS(=O)(=O)c2cc([N+](=O)[O-])ccc2N/N=C\c2c(C)[nH]c3ccccc23)cc1,·,7,-13,2,0.1,-3,1,-2.1,33,i
